# Pf Dd2 growth = qHTS Primary assay for Inhibitors of Plasmodium falciparum Dd2 growth in vitro | AID 1347417, 2020 | Potency, µM (titrated, usually from 28.9 µM), inactives show at the highest dose activity, negative = inhibition, most hits filed as inhibitors | P. falciparum Dd2 growth, SYBR Green, 72 h | hit rate 4.3% among 120,000; active = well fitted inhibition curve with a large enough effect; inconclusive = small, poorly fitted or top-dose-only effect; inactive = no such curve, though single readings can be large or run the other way;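 also: plate controls were DMSO vehicle for no effect and reference drug for full effect; nearly all actives have a fitted effect of over 65% in size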
#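 Infected erythrocytes (Dd2, 0.3% parasitemia, 2.5% hematocrit final) are added to compound in RPMI-1640/Albumax II medium, grown 72 h at 37C in low oxygen, then lysed with saponin/Triton-X containing SYBR Green and read by fluorescence.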
# * hit, by the source's call; i = inactive; u = inconclusive; [ ] = remark or other dose. Potency is read from the fitted curve at half-maximal effect.
SMILES,Pf Dd2 growth
COc1ccccc1NC(=O)c1sc2nc(C)c(C(=O)Nc3ccc(C)cc3C)c(-c3ccco3)c2c1N,u
COCCC(=O)N1CCC2(CC1)C(OC)CN2c1cccc(F)c1 (stereo not drawn),-11%
Cn1ccnc1CN1CCN(C(=O)C2(Cn3ccnc3)CC2)CC1,i
O=C1CCNCCCC(CO)CCN1 (stereo not drawn),i
CC(=O)c1cccc(NC(=O)CSc2nnc3ccc(-c4ccc(Br)cc4)nn23)c1,3%
CN(C)C[C@@H]1CN(S(C)(=O)=O)C[C@H]1NC(=O)CCC1CCCC1,u
O=C(NCc1ccc(F)cc1)N1CCC2(CC1)CC(OCC1CC1)CCO2 (stereo not drawn),20%
COc1ccc(-c2coc3c2c(C)cc2oc(=O)cc(C)c23)cc1,-9%
O=C(Nc1cnc(-c2cccnc2)nc1)C1CCCC1,u
Cc1ccccc1Cn1c(SCc2ccc(C(=O)NCc3cccs3)cc2)nc2ccncc21,10µM*
COc1ccccc1NC(=O)N1CCCC1c1nncn1-c1ccccc1 (stereo not drawn),i
COc1ccccc1Cn1ccn2nc3c(c2c1=O)CCCC3,u
CC(C)c1ccc(NC(=O)C2CCN(S(=O)(=O)c3cccc4nonc34)CC2)cc1,-20%
CN1CCC(O)(C(=O)N2C[C@@H](C(=O)O)[C@H](c3ccc4c(c3)OCO4)C2)CC1,1%
CN1[C@@H](CCC(=O)N2CCN(c3ccccn3)CC2)CNC(=O)[C@@H]2[C@H]1CCN2Cc1ccc(O)cc1,-8%
COc1ccc(-c2cc(N3CCCN(C(=O)c4cccc(Br)c4)CC3)n[nH]2)cc1,u
CN(C)c1ccc(-c2nnc([C@H]3CCN(C(=O)CCC(=O)O)C3)o2)cc1,-29%[44.1 µM]
Cc1ccc(C(=O)N2CCN(Cc3ccc(=O)n(C)c3)CC2)cc1F,19%
CCCn1c(=O)c2sccc2n2c(CCCC(=O)NCCc3ccc(Cl)cc3)nnc12,i
CCc1noc(-c2cn(C3CCN(C(=O)c4cccc(F)c4)C3)nn2)n1 (stereo not drawn),i
Cc1ccc(Cl)cc1NS(=O)(=O)c1ccc(N2CCCCS2(=O)=O)cc1,-7%
O=S(=O)(c1cccc(Cl)c1)c1nnn2c1nc(NCc1ccc3c(c1)OCO3)c1sccc12,-11%
CCn1c(=O)c2sccc2n2c(CCC(=O)Nc3ccc(F)cc3)nnc12,-7%
O=C(CC[C@H]1NC(=O)c2ccccc2NC1=O)NCCn1cnc2ccccc2c1=O,-8%
Cc1ccc(-c2nc3cnccn3c2NCCC(=O)N2CCCCC2)cc1,0%
COc1cccc(CN2C[C@@H](CO)[C@H](NC(=O)C3CC3)C2)c1OC,-21%
Cc1ccccc1C(=O)Nc1cccc(OCc2cc(=O)n3c4c(sc3n2)CCCC4)c1,-10%
CCC(CC)NC(=O)CCC1CCN(C(=O)c2ccc(C)cc2)CC1,-5%
CN(C)C[C@@H]1CN(c2ccccn2)C[C@H]1NC(=O)c1ccoc1,-7%
COc1ccc(-n2nc(C)c([C@@H]3C=C[C@@H](NC(=O)Nc4cccc(C#N)c4)C3)c2C)cc1,u
CC(C)CC(=O)N1CCC(c2nc(C3CCOCC3)no2)CC1,6%
Cc1ccccc1NC(=O)Cn1c(=O)n(Cc2ccccc2)c(=O)c2c(C)c(C)sc21,18%
Cc1noc(C)c1S(=O)(=O)N1C[C@@H](F)C[C@H]1C(=O)N1CCCCC1,46%[activator]
Cc1cn2nc(C(=O)NCCc3cccs3)cc2c(N2CCSCC2)n1,i
Cc1noc(C)c1S(=O)(=O)N1CCCN(C(=O)C2CC2)C(c2ccccc2)CC(=O)NCC1 (stereo not drawn),15%
COc1ccccc1NC(=O)c1c(NC(=O)COc2ccccc2)sc2c1CCCCC2,-3%
CCN(CC)Cc1cnc2c(C(=O)N3CCC(C(N)=O)CC3)cnn2c1,-9%
CCCC1(C(=O)O)CCCN(C(=O)c2cccc(OC)c2OC)C1 (stereo not drawn),-24%
COC(=O)[C@@H](Cc1c[nH]c2ccccc12)NC(=O)[C@H]1CNCCN1S(=O)(=O)c1ccccc1,i
COc1cc2ncnc(N3CC4CCC(C3)N4CC(F)(F)F)c2cc1OC,-24%
CC(C)(Oc1nn(CC2CCOCC2)c2ccccc12)C(=O)Nc1cccnc1,u
COc1ccc2oc(=O)c(C(=O)N3CCN(c4ccc(C)cc4)CC3)cc2c1,-1%
Cc1ccc(-c2noc(-c3nnn(CC(=O)Nc4ccc(C)c(Cl)c4)c3N)n2)cc1,-3%
COc1cccc([S+](=O)([O-])N2CCC3(C2)C(=NC2CCCCC2)NC(=O)N3c2cc(F)cc(F)c2)c1 (stereo not drawn),-28%
COc1ccc(CCNC(=O)Cn2cc(S(=O)(=O)Cc3ccc(F)cc3)c3ccccc32)cc1OC,7%
Cc1nc(CN2CC3(CCN(C)C3)c3cc(C(=O)Nc4ccc(F)cc4)ccc32)cs1 (stereo not drawn),u
O=C(Nc1cccc(C(F)(F)F)c1)N1CC2CCCN2c2ccccc21 (stereo not drawn),u
CC(=O)c1ccc(NC(=O)Cn2ccn3nc(-c4ccccc4)c(CO)c3c2=O)cc1,i
O=C(NC1CC1)c1nc(-c2cc(Cl)cc(Cl)c2)c2ccccn12,u
O=C1N(CCc2ccccc2)c2ccccc2C12CCN([S+](=O)([O-])c1cccc(C(F)(F)F)c1)C2 (stereo not drawn),u

# Continued.
SMILES,Pf Dd2 growth
Cc1ccc(CNC(=O)C2CCCN(c3cnn(C)c(=O)c3)C2)o1 (stereo not drawn),9%
COc1ccc(CCNC(=O)C2(c3cccs3)CCOCC2)cc1OC,13%
Cc1cc2nc3n(c(=O)c2n1CC(=O)Nc1cccc(C#N)c1)CCCCC3,-24%
N#Cc1cccc(NC(=O)c2cccc(CN3CCN(CCO)CC3)c2)c1,13%
CCc1ncc2c(N3CC4CCC(C3)N4CC(F)(F)F)nc3ccccc3n12,3.2µM*
Cc1ccccc1-c1ccc2c(n1)CN(CCOc1ccccc1)C(=O)CO2,i
Cc1nn(C)cc1CN(C)C(=O)c1cc(-c2ccccc2)nc2ccc(Br)cc12,-3%
Cc1cccc(OCCSc2nc3ccccc3n2CC(=O)N2CCOCC2)c1C,21%
COc1ccc(C(=O)NC2CCN(c3ccc(=O)n(C)n3)CC2)cn1,-20%
O=C(C1CCOCC1)N1CCC(c2nc(C3CCOCC3)no2)CC1,22%
COc1ccccc1-c1[nH]nc2ncc(CN(C)Cc3ccccc3)nc12,-11%[44.1 µM]
CCOC(=O)c1ccc(N2C(=O)c3[nH]nc(-c4ccc(OC)cc4)c3C2c2ccccc2Cl)cc1 (stereo not drawn),-7%
CCOC(=O)c1c(NC(=O)C(C)Sc2cn(CCNC(=O)c3ccc(OC)cc3)c3ccccc23)sc2c1CCC2 (stereo not drawn),u
CC1=C(C(=O)Nc2ccc(C)cc2C)C(c2sccc2C)n2ncnc2N1 (stereo not drawn),15%
Cc1ccc(CN(C)C(=O)c2coc(COc3ccc4c(c3)OCO4)n2)o1,-18%
CCOCCc1nnc(NC(=O)C(=O)c2cc(C)n(-c3cccc(C)c3)c2C)s1,63%[activator]
C#CCNC(=O)c1nc(-c2ccc(Cl)nc2)c2cnccn12,-5%[44.1 µM]
O=C(CCc1ccccc1)N1CCCN(c2cc(-c3ccc(Cl)cc3)[nH]n2)CC1,-10%
COC1C(=O)N(c2cccc(F)c2)C12CCN(C(=O)c1cc3ccccc3[nH]1)CC2 (stereo not drawn),u
COc1ccc(NC(=O)CCNS(=O)(=O)c2cccc3nsnc23)cc1OC,-7%
N#CC1CCN(C(=O)c2nc(-c3ccc(Cl)cc3)c3ccccn23)CC1,u
COc1cccc(NC(=O)Cn2c(=O)n(-c3ccc(CC(=O)NCC4CCCO4)cc3)c(=O)c3ccccc32)c1 (stereo not drawn),u
COCCOc1ccc2c(n1)CCN(C(=O)c1cccc(OC)c1OC)C2,u
COCCCN(CCC(=O)NCCC(C)C)C(=O)c1cc(C)oc1C,i
COCc1ccc(C(=O)NCC2COc3c(cccc3OC)C2)s1 (stereo not drawn),-11%
O=C(Cc1c[nH]c2ccccc12)N1CCN(C(=O)N2CC3CC(C2)[C@H]2CCCC(=O)N2C3)CC1 (stereo partly drawn),i
COCCNC(=O)C1CCN(c2nc3ccccc3nc2C(F)(F)F)CC1,19%
CC1CCN(C(=O)c2cc(-c3ccc(Cl)cc3)on2)CC1,i
Cc1ccc(-n2nc3c(=O)n(CCCC(=O)NCc4ccccc4C)nc(C)c3c2C)cc1,-1%
O=C(NCCc1nc(-c2cccnc2)n[nH]1)C1CCC(=O)N(C2CCCC2)C1 (stereo not drawn),21%
COc1cccc(-c2noc(N3CCCC3)n2)c1OC,-5%
Clc1cccc(CSc2nc(NCCc3ccccc3)c3ccccc3n2)c1,u
Cc1noc([C@H]2CCN(C(=O)NCc3ccccc3)C[C@H]2NC(=O)C2CC2)n1,i[5.79 µM]
Cn1nnnc1C1CCCN(C(=O)C2CC2)C1 (stereo not drawn),7%
O=C(O)COc1ccc(-c2nccc3c2C(=O)N(Cc2c[nH]c4ccccc24)CC(CNC(=O)Cc2ccc(Cl)cc2)O3)cc1 (stereo not drawn),u
O=C(C1CCC1)N1[C@H]2CC[C@@H]1c1cnc(-c3ccccc3)nc1C2,u
O=S(=O)(NCC(c1ccco1)N1CCOCC1)c1ccc(Cl)cc1 (stereo not drawn),33%
CC(C)Cc1cc(CC2(NC3CCCCC3)COC2)no1,u
O=C1c2oc3ccccc3c(=O)c2C(c2cccc(Cl)c2)N1c1ccccn1 (stereo not drawn),-13%
CCOC(=O)c1[nH]c(C)c(C(=O)NCc2cccc(OC)c2)c1C,32%[activator]
CC(=O)NC[C@H]1CCN(S(=O)(=O)c2ccc3c(c2)OCCO3)C[C@H]1N(C)C,0%
CCOc1ccc(CCNc2ncnc3onc(C)c23)cc1OCC,-14%
C=CCN1CC2(CCC1=O)CCN(C(=O)C1CC=CCC1)CC2 (stereo not drawn),-3%
O=C1c2c(nc(COc3cccc(C(F)(F)F)c3)n2Cc2ccccc2)NCCN1CC1CC1,u
COc1cc(Cl)c(NC(=O)CCc2nc3cccnc3n2-c2ccccc2)c(OC)c1,u
Cc1ccc(NC(=O)Cn2ncc3c4ccccc4n(Cc4ccccc4)c3c2=O)cc1Cl,17%
COc1ccc(-c2cc(N3CCCC(NC(=O)c4cc(F)ccc4Cl)C3)n[nH]2)cc1 (stereo not drawn),8.9µM*
O=C1CC2(CCN(CC3CCCCC3)CC2)Oc2cc(Cl)ccc21,1.4µM*
Cc1ccc(NC(=O)Cn2c(=O)n(Cc3ccc4c(c3)OCO4)c(=O)c3ccccc32)c(C)c1,i
O=C(NCc1cc(F)cc(F)c1)c1nnn2c1COC(c1ccc(Br)cc1)C2 (stereo not drawn),i

# Continued.
SMILES,Pf Dd2 growth
Cc1ccc(N2CCN(c3nc4c(S(=O)(=O)c5ccc(C)c(C)c5)nnn4c4ccccc34)CC2)c(C)c1,i
CC1(C)[C@H](Cc2cc(CN3CCCCC3)on2)C[C@@H]1N,u
CC(=O)N1Cc2ccccc2CC2(CCN(Cc3cccnc3)CC2)C1,u
COc1cccc(CN2Cc3cc(NC(=O)c4cccc(F)c4)ccc3OC(C)C2=O)c1OC (stereo not drawn),-9%
Cc1ccccc1OCC(=O)Nc1ccc(-c2nc3ncccc3o2)cc1,1%
CCc1ccc(CNC(=O)c2ccc3nc(SCc4ccc(F)cc4)n(C)c3c2)cc1,u
Cc1c(CC(=O)NCc2ccc(F)cc2)c(=O)oc2cc(O)c(Cl)cc12,u
Cc1ccc(C)c(NC(=O)c2nnn(CC(=O)Nc3cccc(C)c3C)c2N)c1,2%
COc1cc(C(=O)N2CCC(C(=O)O)(n3cccn3)CC2)ccc1F,-9%
CC1(C)[C@H](Cc2cc(CN3CCCCC3)on2)C[C@@H]1NC(=O)c1ccco1,u
O=C(NC1CCCCCC1)c1nnn2cc(-c3ccccc3)[nH]c(=O)c12,-23%
O=C1C[C@@H]2CCN(C(=O)COc3ccccc3)C[C@@H]2CCN1CCN1CCOCC1,i
COc1ccc(NC(=O)Cn2c(=O)n(Cc3ccco3)c(=O)c3sc4ccccc4c32)cc1OC,i
CCn1cc(-c2ccc(F)cc2)cc1C(=O)NCc1cccnc1,-25%
CC(C)(Oc1nn(CC2CCOCC2)c2ccccc12)C(=O)NC1CCOCC1,-8%[44.1 µM]

# Structures from the list above that have a thiophene ring, fused or not (13):
SMILES,Pf Dd2 growth
COc1ccccc1NC(=O)c1sc2nc(C)c(C(=O)Nc3ccc(C)cc3C)c(-c3ccco3)c2c1N,u
Cc1ccccc1Cn1c(SCc2ccc(C(=O)NCc3cccs3)cc2)nc2ccncc21,10µM*
CCCn1c(=O)c2sccc2n2c(CCCC(=O)NCCc3ccc(Cl)cc3)nnc12,i
O=S(=O)(c1cccc(Cl)c1)c1nnn2c1nc(NCc1ccc3c(c1)OCO3)c1sccc12,-11%
CCn1c(=O)c2sccc2n2c(CCC(=O)Nc3ccc(F)cc3)nnc12,-7%
Cc1ccccc1NC(=O)Cn1c(=O)n(Cc2ccccc2)c(=O)c2c(C)c(C)sc21,18%
Cc1cn2nc(C(=O)NCCc3cccs3)cc2c(N2CCSCC2)n1,i
COc1ccccc1NC(=O)c1c(NC(=O)COc2ccccc2)sc2c1CCCCC2,-3%
COc1ccc(CCNC(=O)C2(c3cccs3)CCOCC2)cc1OC,13%
CCOC(=O)c1c(NC(=O)C(C)Sc2cn(CCNC(=O)c3ccc(OC)cc3)c3ccccc23)sc2c1CCC2 (stereo not drawn),u
CC1=C(C(=O)Nc2ccc(C)cc2C)C(c2sccc2C)n2ncnc2N1 (stereo not drawn),15%
COCc1ccc(C(=O)NCC2COc3c(cccc3OC)C2)s1 (stereo not drawn),-11%
COc1ccc(NC(=O)Cn2c(=O)n(Cc3ccco3)c(=O)c3sc4ccccc4c32)cc1OC,i

# Bioassay records as filed in PubChem BioAssay.

# Only part of the results is shown; count on the stated rates, not on these rows.
